From PubChem
KB-3-1 cytotox: KB-3-1 parental cell cytotoxicity; KB-3-1 viability, CellTiter-Glo ATP luminescence, 72 h; Potency, µM (titrated, usually from 46.1 µM), without a hit: at the top dose activity change, negative = cytotoxic, usual class: cytotoxic; hit rate 1.4% among 400,000; AID 1347075; also: potency is read from the fitted curve at half-maximal effect; % is scaled to controls: 0 for no effect and ±100 for the full control effect; nearly all actives have a fitted effect of over 60% in size
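Cells are dispensed, compounds pinned in, plates held at 37 °C for 72 h, then CellTiter-Glo is added and luminescence read after 10 minutes. Cell line: parental KB-3-1 in phenol-red-free DMEM, 10% FBS.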
KB-V1 cytotox: kills drug-selected multidrug resistant KB-V1 cells; KB-V1 MDR cells viability, CellTiter-Glo, 72 h; Potency, µM (titrated, usually from 46.1 µM), for inactives: top-dose activity change, negative = cytotoxicity, actives largely listed as cytotoxic; hit rate 3.4% among 400,000; AID 1347076; also: potency is read from the fitted curve at half-maximal effect; % is scaled to controls: 0 for no effect and ±100 for the full control effect; nearly all actives have a fitted effect of over 60% in size
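Compound-treated KB-V1 multidrug-resistant cells, 72 h, 37 degrees C; viability by CellTiter-Glo. Fitted qHTS curves give the values.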
WRN helicase inh: WRN helicase (human) inhibition; Q14191; WRN helicase unwinding, fluorescent forked duplex, kinetic; Potency, µM (series often up to 114 µM), without a hit: at the top dose activity change, negative = inhibition, most hits filed as inhibitors; hit rate 0.46% among 360,000; AID 651768; also: potency is read from the fitted curve at half-maximal effect; % is scaled to controls: 0 for no effect and ±100 for the full control effect; nearly all actives have a fitted effect of over 55% in size
Target sequence (Q14191 whole entry, looked up): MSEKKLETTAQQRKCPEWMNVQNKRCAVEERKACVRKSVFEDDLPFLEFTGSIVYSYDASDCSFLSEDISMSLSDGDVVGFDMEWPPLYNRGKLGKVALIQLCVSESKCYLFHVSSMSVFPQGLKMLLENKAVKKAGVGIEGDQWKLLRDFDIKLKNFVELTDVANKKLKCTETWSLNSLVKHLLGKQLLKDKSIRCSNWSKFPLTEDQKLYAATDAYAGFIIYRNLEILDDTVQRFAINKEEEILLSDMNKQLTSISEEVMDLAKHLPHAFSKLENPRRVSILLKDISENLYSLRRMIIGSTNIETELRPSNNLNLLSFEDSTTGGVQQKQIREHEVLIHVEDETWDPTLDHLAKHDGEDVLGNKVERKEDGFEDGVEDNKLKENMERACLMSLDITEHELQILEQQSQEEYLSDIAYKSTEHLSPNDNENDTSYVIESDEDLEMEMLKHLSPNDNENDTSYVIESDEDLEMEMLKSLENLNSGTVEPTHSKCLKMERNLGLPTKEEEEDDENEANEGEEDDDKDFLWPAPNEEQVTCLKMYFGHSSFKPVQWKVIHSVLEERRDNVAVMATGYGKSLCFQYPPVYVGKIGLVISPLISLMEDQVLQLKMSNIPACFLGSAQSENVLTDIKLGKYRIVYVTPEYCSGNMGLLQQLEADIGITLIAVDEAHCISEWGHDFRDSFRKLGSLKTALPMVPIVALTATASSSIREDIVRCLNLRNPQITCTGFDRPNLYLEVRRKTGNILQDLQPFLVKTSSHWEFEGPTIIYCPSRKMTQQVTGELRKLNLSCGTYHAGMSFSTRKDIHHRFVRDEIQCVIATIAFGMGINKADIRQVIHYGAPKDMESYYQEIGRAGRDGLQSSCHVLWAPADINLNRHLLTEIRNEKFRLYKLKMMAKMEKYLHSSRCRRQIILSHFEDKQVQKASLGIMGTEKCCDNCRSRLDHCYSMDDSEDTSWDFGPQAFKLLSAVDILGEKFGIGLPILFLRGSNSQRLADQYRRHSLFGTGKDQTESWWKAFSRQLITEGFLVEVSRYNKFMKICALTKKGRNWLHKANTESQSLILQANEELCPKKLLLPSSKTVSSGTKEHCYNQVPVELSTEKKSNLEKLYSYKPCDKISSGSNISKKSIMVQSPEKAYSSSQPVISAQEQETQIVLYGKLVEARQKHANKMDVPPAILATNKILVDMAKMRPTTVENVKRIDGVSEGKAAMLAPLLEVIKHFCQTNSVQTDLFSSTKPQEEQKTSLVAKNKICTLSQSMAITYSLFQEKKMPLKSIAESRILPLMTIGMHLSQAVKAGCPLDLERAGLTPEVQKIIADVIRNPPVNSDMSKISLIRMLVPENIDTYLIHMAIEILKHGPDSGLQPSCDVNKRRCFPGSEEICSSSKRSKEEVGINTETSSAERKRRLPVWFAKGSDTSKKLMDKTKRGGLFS
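Primary qHTS, 1536-well format. 20 nM WRN + compound, 15 min RT; start with 100 nM forked fluorophore/quencher duplex, 2 mM ATP (final); kinetic read ex 525/em 598 nm.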
SW480 rerep: DNA re-replication induction in SW480 cells. hit rate 1.8% among 340,000. Potency, µM (doses to about 46.1 µM), without a hit: at the highest dose re-replication activation, hits mostly activators. SW480 DNA re-replication, Hoechst DNA content imaging, 48 h; also: potency is read from the fitted curve at half-maximal effect; % of control where 0% means no effect; nearly all actives have a fitted effect of over 55% in size
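SW480 cells exposed to compounds for 48 hr at 37 C, 5% CO2, then Hoechst-stained 40 min. Nuclear DNA content imaged by fluorescence scanning (405 nm excitation, 500-530 nm emission); re-replication scored as increased high-intensity nuclei.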
HT1080NT lethal: kills 2HG-producing HT-1080-NT fibrosarcoma cells; hit rate 1.6% among 360,000; HT-1080-NT fibrosarcoma viability, CellTiter-Glo ATP luminescence, 48 h; Potency, µM (top dose mostly 46.1 µM), for the others: at the top dose activity, negative = less viability, hits mostly cytotoxic;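 also: NT is the 2HG producing partner of a matched IDH1 knockdown line; potency is read from the fitted curve at half-maximal effect; 0% = DMSO-treated cells and -100% = media-only wells without cells; nearly all actives have a fitted effect of over 55% in size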
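Compounds were tested in concentration-response format on HT-1080-NT cells for 48 hours at 37 degrees C. Cell viability came from CellTiter-Glo luminescence; curves were classified by r2, response magnitude and activity.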
ATXN2 expr inh: inhibitors of ATXN2 expression; hit rate 0.72% among 360,000; Potency, µM (titrated, usually from 57 µM), for the others: top-dose activity change, negative = inhibition, actives largely listed as inhibitors; HEK-293 ATXN2-luciferase reporter, luminescence, 24 h; AID 1745845; also: potency is read from the fitted curve at half-maximal effect; % is scaled to controls: 0 for no effect and ±100 for the full control effect; nearly all actives have a fitted effect of over 55% in size
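ATXN2-luciferase reporter cells (luciferase flanked by upstream and downstream ATXN2 gene portions) were treated 24 h at 37 °C with compounds at up to 57 uM. SteadyGlo luminescence gave expression; GF-AFC fluorescence gave viability.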
HT1080 IDH1KD tx: HT-1080 IDH1 knockdown cell toxicity (counter line). HT-1080 IDH1 knockdown viability, ATP luminescence, 48 h. Potency, µM (top dose mostly 46.1 µM), for inactives: at the top dose activity, negative = toxicity, actives largely listed as cytotoxic. hit rate 2% among 360,000. AID 686971;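 also: potency is read from the fitted curve at half-maximal effect; 0% = DMSO wells and -100% = cell-free medium wells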
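Using the IDH1-knockdown HT-1080 line run in the same batch and compound series as the NT line, viability after 48 h at 37 °C was determined by CellTiter-Glo luminescence and expressed as % activity.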
IL-1B inflam inh: blocks inflammasome-driven IL-1 beta release. THP-1 LPS/ATP IL-1B secretion, AlphaLISA, 16 h; active compounds read low. activity change, % at 57.5 µM. hit rate 4.7% among 360,000; in the data active = activity change below about -50%; inconclusive = mostly about -30% to -49%; also: % is scaled to controls: 0 for no effect and ±100 for the full control effect
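THP-1 cells pretreated 1 hr with compounds (up to 57.5 uM final), then stimulated with LPS (250 ng/mL final) plus ATP (1.25 mM final); secreted IL-1B measured by AlphaLISA after 16 hr, decreased signal indicating inhibition.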
MCF10A rereplic: inducers of DNA re-replication in MCF 10A breast cells | MCF 10A DNA re-replication, Hoechst nuclear intensity, 48 h | Potency, µM (doses to about 46.1 µM), inactives show at the highest dose activity, positive = re-replication, actives largely listed as activators | hit rate 2.9% among 350,000 | AID 624296; also: potency is read from the fitted curve at half-maximal effect; % of control where 0% means no effect; nearly all actives have a fitted effect of over 50% in size
* = called active by the depositor; ? = inconclusive; . = no result given; [ ] = remark or other dose. Unless noted, calls follow the shape of the dose curve; as a rule, active = well fitted curve in the direction sought with a large enough effect; inconclusive = small, poorly fitted or top-dose-only effect, or another doubt; inactive = no such curve, though single readings can be large; an effect the other way counts as inactive or inconclusive.

1. COC(=O)c1ccc(COC(=O)CNC(=O)CNC(=O)c2ccc(C)cc2)cc1
2. COc1ccccc1N(C)S(=O)(=O)c1ccc(C)c(C(=O)N2CCCCCC2)c1
3. COc1cccc(NC(=O)/C=C/c2ccc(S(=O)(=O)N3CCOCC3)cc2)c1
4. O=[N+]([O-])c1cc(Cl)ccc1-c1nc(-c2ccncc2)no1
5. CC(=O)N(C)c1ccc(OCC(O)CN(c2ccccc2C)S(=O)(=O)c2ccc(C)cc2)cc1 (configuration not stated)
6. C=CCN1C(=O)/C(=C\c2cc(Br)c(OCc3ccccn3)c(OC)c2)SC1=S
7. Cc1c(-n2c(SC(C)C(=O)NC(N)=O)nc3ccccc3c2=O)c(=O)n(-c2ccccc2)n1C (configuration not stated)
8. Cc1ccccc1-c1cc2nc(NCCN3CCCC3)n(C)c(=O)c2s1
Assay by compound	1	2	3	4	5	6	7	8
KB-3-1 cytotox	6.8%	-2.5%	-8.4%	-0.3%	.	-0.1%	5.1%	-0.1%
KB-V1 cytotox	10.3%	-8.4%	-20.0%	-29.6%	.	25.6%	-2.4%	-2.2%
WRN helicase inh	4.5%	0.9%	-14.7%	-22.8%[57.1 µM]	-11.7%	-0.1%	2.1%	2.2%
SW480 rerep	-14.1%	2.4%	?	-1.4%	-1.9%	-0.4%	-5.9%	.
HT1080NT lethal	2.9%	2.9%	2.2%	12.5%	0.0%	-2.2%	10.0%	?
ATXN2 expr inh	0.7%	-15.8%	22.4µM*	-10.7%[11.3 µM]	3.6%	.	-16.1%	6.8%
HT1080 IDH1KD tx	5.7%	1.8%	-1.8%	21.2%	1.6%	-9.5%	3.8%	?
IL-1B inflam inh	-12.7	-1.7	-8.4	-8.0	30.1	4.6	-19.8	-27.2
MCF10A rereplic	-0.3%	15.6%	5.1%	-5.1%	2.2%	0.7%	-4.4%	.

9. Cc1oc2nc(SCC(=O)N3CCCCC3)nc(N)c2c1C
10. COCCCNC(=O)Cn1cc2c(n1)CCCCC2
11. CC(O)c1cccc(NC(=O)CCC(=O)O)c1 (configuration not stated)
12. O=C(Nc1cnn(Cc2ccc(Cl)cc2)c1)c1ccc([N+](=O)[O-])cc1
13. O=C(O)CCc1nc(-c2ccccc2Cl)no1
14. Cc1nnc(SCc2cc(=O)[nH]c(N3CCCCC3)n2)s1
15. CCCc1cc2c(cc1NC(=O)c1ccccc1F)OCO2
16. CCOC(=O)N1CCC(NC2CCCCCCC2)CC1
Assay by compound	9	10	11	12	13	14	15	16
KB-3-1 cytotox	-1.6%	?	-1.0%	-2.6%	6.4%	8.6%	-4.4%	3.2%
KB-V1 cytotox	?	4.4%	7.7%	?	?	6.6%	-4.1%	-22.6%
WRN helicase inh	?	2.0%	1.3%	-8.2%	4.3%	12.2%	-2.3%	4.3%
SW480 rerep	-0.1%	-5.5%	-0.6%	-2.5%	-2.8%	-20.7%	-2.9%	0.5%
HT1080NT lethal	-10.5%	6.0%	0.0%	-9.9%	21.5%	-4.7%	7.1%	1.4%
ATXN2 expr inh	18.3%	7.1%	-2.1%	-32.4%	0.0%	3.7%	0.3%	-0.1%
HT1080 IDH1KD tx	-4.9%	6.5%	0.0%	-21.5%	12.8%	8.3%	15.3%	0.9%
IL-1B inflam inh	-16.8	?	10.8	?	42.7	27.0	5.1	-7.0
MCF10A rereplic	-0.6%	2.1%	-15.2%	4.8%	0.6%	-184.6%[0.0737 µM]	3.2%	10.3%

17. CNC(=S)/N=C(/Nc1ccccc1)c1ccccc1
18. C#CCN(C[C@@H]1[C@@H](OC(=O)NC2CC2)[C@@H](OC(=O)NC2CC2)Cn2c(=O)ccc(=O)n21)S(=O)(=O)c1ccc(C)cc1
19. CCn1c2ccccc2c2cc(NC(=O)C(C)OC(=O)c3ccc(NC(=O)CC#N)cc3)ccc21 (configuration not stated)
20. Cc1ccc(N2C(=O)C3CCCN3C2=S)cc1C (configuration not stated)
Assay by compound	17	18	19	20
KB-3-1 cytotox	-4.5%	?	2.3%	0.6%
KB-V1 cytotox	0.8%	?	18.3%	5.2%
WRN helicase inh	-1.3%	-6.6%	5.3%	-7.4%
SW480 rerep	22.5%	.	1.7%	-0.4%
HT1080NT lethal	5.9%	?	?	1.5%
ATXN2 expr inh	-2.2%	-23.4%	.	3.9%
HT1080 IDH1KD tx	6.2%	?	-21.6%	4.6%
IL-1B inflam inh	-68.9*	-84.6*	1.8	-17.5
MCF10A rereplic	5.2%	.	?	-1.7%

This is a random part of the collection; overall some 12% were active at least once.
